Compound activity as filed in PubChem BioAssay.
D1 PAM: Potentiators of Human D1 Dopamine Receptor: qHTS; D(1A) dopamine receptor (Homo sapiens), P21728; HEK293 TREx D1 cells, calcium flux, dopamine EC20 potentiation; potentiation, % at 10 µM; 0.036% of 360,000 active; AID 504651, 2011; in the data active means potentiation above about 30%; further: 0% is about no effect
Target sequence (P21728 whole entry, looked up): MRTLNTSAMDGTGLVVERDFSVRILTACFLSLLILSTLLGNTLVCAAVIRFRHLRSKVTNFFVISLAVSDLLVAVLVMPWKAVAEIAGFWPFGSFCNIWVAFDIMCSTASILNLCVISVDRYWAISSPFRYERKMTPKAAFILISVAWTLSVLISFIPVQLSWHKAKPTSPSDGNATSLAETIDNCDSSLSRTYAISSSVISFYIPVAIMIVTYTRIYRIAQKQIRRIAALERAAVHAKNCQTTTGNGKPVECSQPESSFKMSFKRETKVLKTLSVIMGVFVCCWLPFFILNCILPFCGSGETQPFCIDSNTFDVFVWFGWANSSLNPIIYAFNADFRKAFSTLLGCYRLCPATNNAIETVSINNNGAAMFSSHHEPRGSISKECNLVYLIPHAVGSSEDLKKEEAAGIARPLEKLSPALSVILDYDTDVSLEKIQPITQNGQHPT
D2 antagonist: HTS Assay for Allosteric Antagonists of the Human D2 Dopamine Receptor: Primary Screen for Antagonists. D(2) dopamine receptor (Homo sapiens), P14416. HEK293 TREx D2 cells, calcium flux, dopamine EC80. inhibition, % at 10 µM. 2% of 340,000 active. AID 485344, 2010; in the data active means inhibition above about 30%; further: 0% is about no effect
Target sequence (P14416 whole entry, looked up): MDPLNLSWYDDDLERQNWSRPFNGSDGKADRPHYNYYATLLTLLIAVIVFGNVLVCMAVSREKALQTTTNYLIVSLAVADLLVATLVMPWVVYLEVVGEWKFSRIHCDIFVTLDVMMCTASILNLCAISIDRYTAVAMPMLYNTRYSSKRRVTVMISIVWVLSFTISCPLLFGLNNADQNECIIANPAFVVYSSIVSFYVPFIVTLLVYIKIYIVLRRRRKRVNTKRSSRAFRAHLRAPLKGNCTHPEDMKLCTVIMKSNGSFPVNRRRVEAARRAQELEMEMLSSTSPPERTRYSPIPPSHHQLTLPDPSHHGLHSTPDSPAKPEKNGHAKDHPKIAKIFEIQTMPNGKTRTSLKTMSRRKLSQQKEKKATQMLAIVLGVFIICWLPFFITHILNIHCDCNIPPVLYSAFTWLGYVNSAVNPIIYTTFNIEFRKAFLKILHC
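Read-out: kinetic calcium fluorescence (1 cycle/s) in inducible HEK293 T-REx D2 cells after an EC80 dopamine addition that followed 180 s compound preincubation. Loss of the dopamine response indicates antagonism.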
TRHR enhancer: qHTS for Small Molecule Agonists and Allosteric Enhancers of Human TRH Receptor: Primary Screen for Enhancers; TRHR cells, fluo-8 calcium fluorescence, EC20 TRH enhancement; enhancement, % at 2 µM; 0.66% of 360,000 active; AID 493056, 2011; in the data active means enhancement above about 30%; further: 0% is about no effect
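TRHR-expressing cells loaded with fluo-8 calcium dye were read kinetically (ex 480/em 530) during compound addition, then stimulated with an EC20 of TRH (10 nM final). Enhancement of the Gq-mediated intracellular calcium response was scored.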
RXFP1 agonist: qHTS Assay for Agonists of the Relaxin Receptor RXFP1; Relaxin receptor 1 (Homo sapiens), Q9HBX9; HEK293T-RXFP1 cAMP TR-FRET, 30 min; response scale: percent of porcine relaxin response, buffer zero; Potency, µM (doses to about 57.5 µM), for inactives: top-dose activation, most hits filed as activators; 0.3% of 370,000 active; AID 2676, 2010; active means well fitted activation curve with a large enough effect; inconclusive means small, poorly fitted or top-dose-only effect; further: potency means the concentration at half of the fitted maximal effect; on the % scale 0 is the no-effect control and ±100 the full control effect; nearly all actives have a fitted effect of over 60% in size; many of its hits are not listed in these tables
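cAMP rise read by TR-FRET after 30 min, 37C compound exposure (up to 58 uM) in RXFP1-transfected HEK293 cells with Ro 20174 present. EC50 from Hill-equation fits, with 29 nM porcine relaxin as 100% and buffer as basal.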
D1 agonist: Allosteric Agonists of the Human D1 Dopamine Receptor: qHTS; 1% of 360,000 active; D(1A) dopamine receptor (Homo sapiens), P21728; activation, % at 2 µM; HEK293 T-REx D1 cells, calcium flux, agonist mode; in the data active means activation above about 30%; further: 0% is about no effect
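Inducible HEK293 T-REx D1 cells, force-coupled to calcium signalling, were plated at 4000 cells/well with tetracycline and held overnight at 30 C. After no-wash calcium dye loading, compound-evoked calcium rise over 180 s flagged agonists.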
D2 potentiator: HTS Assay for Positive Allosteric Modulators of the Human D2 Dopamine Receptor: Primary Screen for Potentiators; D(2) dopamine receptor (Homo sapiens), P14416; HEK293 T-REx D2, calcium flux, EC20 dopamine potentiation; potentiation, % at 10 µM; 0.34% of 340,000 active;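 active means potentiation over 3 SD above the plate norm, cut at about 30% in these data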; further: 0% is about no effect
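Primary screen. Calcium kinetics in induced HEK293 T-REx D2 cells: compound pre-addition 180 s, EC20 dopamine, 180 s more.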
D2 ag: HTS Assay for Allosteric Agonists of the Human D2 Dopamine Receptor: Primary Screen for Agonists. D(2) dopamine receptor (Homo sapiens), P14416. HEK293 T-REx D2 cells, calcium flux agonist mode. activation, % at 2 µM. 0.53% of 340,000 active;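 active means activation over 3 SD above normal in the single-dose calcium agonist read, cut at about 30% in these data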; further: 0% is about no effect
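Calcium-flux readout, 1 cycle/sec over 180 s following compound pin transfer, in inducible HEK293 Trex D2 cells (force-coupled); dopamine controls included. Positive calcium responses during this window marked compounds as potential agonists.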
D1 antagonist: Antagonist of Human D 1 Dopamine Receptor: qHTS. AID 504652, 2011. activity change, negative = inhibition, % at 10 µM. HEK293 TREx D1 cells, calcium flux, dopamine EC80; hits give low values. 3.2% of 360,000 active. D(1A) dopamine receptor (Homo sapiens), P21728; in the data active means activity change below about -30%; further: on the % scale 0 is the no-effect control and ±100 the full control effect
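Inducible Hek293 Trex D1 cells (tetracycline, overnight, 30 C). Calcium dye 30–90 min RT. Antagonist mode: EC80 dopamine added after 180 s compound read.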
RXFP1 antag: qHTS Assay for Antagonists of the Relaxin Receptor RXFP1; Relaxin receptor 1 (Homo sapiens), Q9HBX9; HEK293-RXFP1, relaxin-stimulated cAMP HTRF, 30 min; hits give low values; activity change, negative = inhibition, % at 57.5 µM; 0.59% of 350,000 active; AID 1259400, 2018;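 active means activity change of -60% or lower, but not beyond a set lower limit; inconclusive means change between -60% and -40%, or beyond the set limit; inactive means change above -40%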; further: on the % scale 0 is the no-effect control and ±100 the full control effect
Numbers without * were called inactive; u = inconclusive; x = not tested or not shown. An excerpt (hit frequency here may not be typical).

SMILES	D1 PAM	D2 antagonist	TRHR enhancer	RXFP1 agonist	D1 agonist	D2 potentiator	D2 ag	D1 antagonist	RXFP1 antag
N#C/C(=C\C1=C(N2CCOCC2)C(=C\c2ccccc2)/CC1)C(=O)Nc1ccccc1F	4	3	17	-0.7%	16	3	7.0	10	-15
COc1ccc(C2NC(=O)C(=O)/C2=C(\O)c2ccc(Cl)cc2)cc1OC (stereo not drawn)	-15	-14	-1	11%	3	-6	1.3	-8	10
COC(=O)c1sc(NC(=O)CSc2nnnn2-c2cccc(OC)c2)nc1C	11	x	0	0.9%	1	x	x	-22	8
Cc1ccc(Nc2ncc(C(=O)Nc3ccc(F)cc3F)c3ccccc23)cc1Cl	-1	x	2	9.2%	5	17	-0.7	13	x
Cc1ccc(S(=O)(=O)/N=c2\scc(C)n2C)cc1	-1	9	15	-1.2%	0	12	-0.9	-8	x
COCCC(=O)N1CCC(Oc2ccc(C(=O)NC3CCCCC3)cc2)CC1	-1	-15	-1	1.4%	3	-1	-0.9	9	-2
O=C(Nc1ccc(F)cc1)c1nn(-c2ccccc2)c(=O)cc1Cl	-5	-6	1	3.9%	1	-2	-1.5	-17	-34
N#Cc1ccccc1CCN1C(=O)c2ccccc2C1=O	-1	0	-2	-2.3%	1	5	-1.2	1	8
O=C1CN(C(=O)COC(=O)C2=COCCO2)c2ccccc2N1	-1	-23	7	1.5%	0	6	0.5	5	-12
Cc1cccc(Oc2ccccc2NC(=O)c2cnccn2)c1	0	24	-4	-0.8%	6	9	0.7	-10	-3
COc1cccc(CNC(=O)c2ccc3c(c2)N(C)C(=O)C2CCCCN32)c1 (stereo not drawn)	-1	x	0	0.7%	0	1	0.0	18	0
CC(C)(C)OC(=O)NCCCCCc1nnc(SCc2c(F)cccc2Cl)o1	-7	-15	-4	1.4%	5	10	-0.1	-4	-20
Cn1cc(Cl)c(/C=C(\C#N)S(=O)(=O)c2ccccc2)n1	0	-5	-12	0.2%	3	-9	3.5	5	-8
CC(=O)c1cc(N2CCOCC2)ccc1[N+](=O)[O-]	-5	-9	-3	-0.5%	0	-4	1.4	x	7
CN(Cc1ccc(Br)cc1)CC(O)COc1cccc(Br)c1 (stereo not drawn)	2	-11	15	1.0%	4	0	-0.3	11	-27
c1cnn(-c2nc(N3CCOCC3)nc(N3CCOCC3)n2)c1	-1	-8	3	-0.2%	1	16	-0.1	-8	-5
COc1ccc(-c2nc(CSCC(=O)NCc3ccc4c(c3)OCO4)c(C)o2)cc1	-2	-8	-3	1.8%	1	-3	-1.1	-2	-3
Cc1ccc2nc3c(c(C(=O)OCC(=O)NC4CCS(=O)(=O)C4)c2c1)CCCC3 (stereo not drawn)	-1	5	6	3.9%	1	1	0.0	-13	-8
O=c1oc2ccccc2n1CCc1ccccc1	-21	4	-1	0.1%	5	1	-0.5	-22	3
N#C/C(=C/c1ccc(N2CCOCC2)o1)c1ccc(Cl)cc1	-1	-8	2	-0.2%	4	-7	3.8	9	-10
COc1ccc([C@H]2C=C3CN(C(=O)OC(C)(C)C)S(=O)(=O)[C@H]3C[C@H]2OC(=O)c2ccc(C(F)(F)F)cc2)cc1	-10	17	-2	2.7%	6	0	0.4	5	x
COc1ccccc1C(=O)Nc1ccc2c(c1)nc(CCNC(=O)c1ccco1)n2C	x	0	0	13%	6	0	-2.0	-12	9
O=C(NCc1ccccc1)NC1CCS(=O)(=O)C1 (stereo not drawn)	0	-1	3	-1.9%	1	3	1.6	-4	-11
O=C(COC(=O)[C@H](Cc1ccccc1)NC(=O)c1cccs1)Nc1c(Cl)cccc1Cl	-4	-11	8	1.5%	6	13	-0.1	-1	-1
CC1=C(C(=O)Nc2ccc(C)cc2)C(c2ccc(C)o2)C2=C(CC(C)(C)CC2=O)N1 (stereo not drawn)	-2	-12	3	-0.7%	-2	x	-1.2	25	-1

In a second layout: three of the compounds above.
Sequence of screens: D1 PAM, D2 antagonist, TRHR enhancer, RXFP1 agonist, D1 agonist, D2 potentiator, D2 ag, D1 antagonist, RXFP1 antag
COc1cccc(CNC(=O)c2ccc3c(c2)N(C)C(=O)C2CCCCN32)c1 (stereo not drawn)
  -1, x, 0, 0.7%, 0, 1, 0.0, 18, 0
CC(C)(C)OC(=O)NCCCCCc1nnc(SCc2c(F)cccc2Cl)o1
  -7, -15, -4, 1.4%, 5, 10, -0.1, -4, -20
Cn1cc(Cl)c(/C=C(\C#N)S(=O)(=O)c2ccccc2)n1
  0, -5, -12, 0.2%, 3, -9, 3.5, 5, -8

Additional entries follow.
SMILES	D1 PAM	D2 antagonist	TRHR enhancer	RXFP1 agonist	D1 agonist	D2 potentiator	D2 ag	D1 antagonist	RXFP1 antag
Cc1ccc(S(=O)(=O)N2CCC[C@H]2C(=O)OCCN2C(=O)c3ccccc3C2=O)cc1	3	-1	-4	2.7%	5	8	0.8	-7	-6
CCOc1ccc(C(=O)COC(=O)CNC(=O)C2CCCCC2)cc1	0	x	-1	2.1%	3	x	x	-20	-13
CCc1cc2c(Nc3ccc(O)cc3)nc(C)nc2s1	-2	5	7	3.4%	0	-7	1.3	0	-7
CCN(CC)C(=O)CCc1nnc(Cc2cccc(C(F)(F)F)c2)o1	2	-3	-6	0.5%	0	7	-0.6	21	9
Cn1c(Oc2ccccc2)nc2c1c(=O)n(Cc1ccc(Cl)cc1Cl)c(=O)n2C	0	x	-6	3.7%	-1	x	-0.2	1	x
CCOc1ccc(-c2nc(SCC(=O)NCCCOC)c(-c3ccccc3)[nH]2)cc1	-2	x	-1	-14%	0	22	x	5	-21
O=C(O)c1ccccc1C(=O)N1CCc2c([nH]c3ccccc23)C1C(F)(F)F (stereo not drawn)	3	2	4	2.5%	2	-1	-0.4	11	-29
COc1ccc(C(=O)c2cn(Cc3ccccc3)c3ccccc3c2=O)cc1OC	0	x	48*	-0.2%	1	8	-0.5	-33*	-30
CCc1ccccc1NC(=O)Nc1ccsc1C(=O)OC	-1	-4	-1	8.2%	3	7	-0.5	-12	-3
COCCN(CC(=O)Nc1ccccc1C(F)(F)F)C(=O)/C=C/c1ccc2ccccc2n1	-4	-2	-3	-1.6%	5	10	-0.6	-13	-4
O=C(NCc1ccc2c(c1)OCO2)c1ccc2c(c1)N(Cc1ccccc1F)C(=O)c1ccccc1S2=O (stereo not drawn)	-3	x	1	-0.1%	3	16	x	-13	x
COC(=O)C1(CC2CC(c3ccncc3)=NO2)CCN(C(=O)OC(C)(C)C)CC1 (stereo not drawn)	-4	-5	-6	-1.4%	13	17	-0.1	-17	x
CC(O)[C@@]1(O)CC[C@H]2[C@@H]3CC[C@H]4C[C@@H](O)CC[C@]4(C)C3=CC[C@@]21C (stereo partly drawn)	-3	1	1	-1.5%	14	9	4.0	11	x
O=S1(=O)[C@H]2C[C@@H]3C=C[C@@]2(CN1Cc1ccc(Cl)cc1)O3	2	16	0	-0.8%	0	-12	-3.6	-19	x
C(=N\Nc1nc2ccccc2[nH]1)/c1cccc2cccnc12	3	18	-10	-1.5%	-1	-2	0.6	8	-7
Cc1cc(NC(=O)CSc2nnc(COc3ccccc3)o2)no1	-4	6	-3	-0.7%	1	-7	0.2	12	-12
CC(CC(=O)N(C)c1c(N)n(Cc2ccccc2)c(=O)[nH]c1=O)c1ccccc1 (stereo not drawn)	0	5	0	0.5%	1	1	-0.4	6	7
Cn1c(C2CCCN2C(=O)OC(C)(C)C)n[nH]c1=S (stereo not drawn)	3	15	4	-0.2%	3	0	2.1	0	3
CCCCn1c(-c2cccs2)nc2oc3ccccc3c(=O)c2c1=O	0	2	-2	u	1	-3	1.0	-1	-14
O=C(COC(=O)/C=C/c1ccccc1)Nc1cccnc1Cl	2	-7	7	1.2%	4	-5	0.5	-2	11
Cc1ccc(C)c(NC(=O)c2cnn(-c3cccc(F)c3)c2C2CCN(C(=O)OC(C)(C)C)CC2)c1	-2	x	3	-3.1%	3	4	x	14	-16
CC(C)(C)OC(=O)NCCCCCO	-7	-1	-5	0.0%	-1	-2	0.6	1	x
C=CCN1C(=O)C2(OCCCO2)c2cccc(Cl)c21	1	x	-2	-1.2%	-4	9	x	13	15
CN(Cc1ccco1)c1ncnc2ccc(-c3cccc(Cl)c3)cc12	-6	x	-4	1.5%	4	x	x	4	x
COc1cc(/C=C/C(=O)c2c(O)ccc3c(C)cc(=O)oc23)ccc1O	2	-6	-1	2.6%	1	-3	0.0	5	0

Next part:
SMILES	D1 PAM	D2 antagonist	TRHR enhancer	RXFP1 agonist	D1 agonist	D2 potentiator	D2 ag	D1 antagonist	RXFP1 antag
Cc1cc(C)cc(-c2nnc(SCc3ccc(C(=O)O)cc3)o2)c1	-3	5	1	2.2%	3	10	-0.2	18	12
COc1ccccc1NC(=O)c1ccc(N)cc1	-12	-2	-5	-0.3%	3	5	0.9	-4	12
CCc1cc(Cn2nc(-c3ccccc3C)cc2C(=O)O)on1	-2	-1	-4	19%	0	-9	-0.5	x	x
O=C(CCN1C(=O)/C(=C\C=C\c2ccccc2)SC1=S)Nc1ccc(C(=O)O)cc1	5	2	2	-1.2%	5	18	-0.3	-8	-30
